CHRM4 antagonist – human M4 muscarinic receptor antagonists, primary screen, CHO cells, Fluo-8 calcium fluorescence | inhibition, % at 3 µM | CHO-hM4 cells, ACh EC80 | Muscarinic acetylcholine receptor M4 (Homo sapiens), P08173 | AID 624125, 2012 | 0.73% of 360,000 active;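 active = inhibition above its plate's cutoff, the mean inhibition of sample wells plus 3 SD, cut at about 27% in these data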;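 note: 0% = acetylcholine EC80 with DMSO and 100% = DMSO without agonist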
M1 antag – human M1 muscarinic receptor antagonists, primary screen, CHO-K1 cells, Fluo-8 calcium fluorescence, 1536-well. Muscarinic acetylcholine receptor M1 (Homo sapiens), P11229. AID 588852, 2011. CHO-K1 hM1, ACh EC80 antagonist. inhibition, % at 3 µM. 1.3% of 360,000 active;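 active = percent inhibition above its own plate's cutoff, namely the mean of that plate's compound wells plus 3 SD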;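 note: peak over basal fluorescence ratio during 140 s after agonist addition; 0% = ACh EC80 plus DMSO and 100% = DMSO alone without agonist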
Target sequence (P11229 whole entry, looked up): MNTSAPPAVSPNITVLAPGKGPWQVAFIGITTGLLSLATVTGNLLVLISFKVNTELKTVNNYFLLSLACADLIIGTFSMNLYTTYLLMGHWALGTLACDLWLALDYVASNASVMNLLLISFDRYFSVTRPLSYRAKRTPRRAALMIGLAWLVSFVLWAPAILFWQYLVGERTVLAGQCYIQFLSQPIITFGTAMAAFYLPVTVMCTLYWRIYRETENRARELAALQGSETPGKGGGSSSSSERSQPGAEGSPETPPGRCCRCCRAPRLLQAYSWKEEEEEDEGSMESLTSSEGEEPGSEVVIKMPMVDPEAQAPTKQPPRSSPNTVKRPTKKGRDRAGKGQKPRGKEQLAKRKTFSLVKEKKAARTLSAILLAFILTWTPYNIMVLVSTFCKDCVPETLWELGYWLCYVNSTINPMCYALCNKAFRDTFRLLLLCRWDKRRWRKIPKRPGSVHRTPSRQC
CHRM1 agonist – human M1 muscarinic receptor agonists, primary screen, Fluo-8 calcium fluorescence, CHO-K1 cells, HTS | Muscarinic acetylcholine receptor M1 (Homo sapiens), P11229 | CHO-K1 hM1, agonist mode; 0% DMSO, 100% acetylcholine EC100 | activation, % at 3 µM | 0.33% of 360,000 active;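 active = activation above the run's mean compound activation plus 3 SD, cut at about 16% in these data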;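 note: peak over basal fluorescence ratio within a 140 s kinetic read after compound addition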
CHRM1 PAM – human M1 muscarinic receptor positive allosteric modulators, primary screen, CHO-K1 cells, Fluo-8 calcium fluorescence, 1536-well | activation, % at 3 µM | CHO-K1 hM1, ACh EC20; 0% = ACh EC20, 100% = maximal ACh | 0.088% of 360,000 active | Muscarinic acetylcholine receptor M1 (Homo sapiens), P11229; in the data active = activation above about 19%, passing the limit was not always enough
M4 ag – human M4 muscarinic receptor agonists, primary screen, CHO-K1 cells, Fluo-8 calcium fluorescence | Muscarinic acetylcholine receptor M4 (Homo sapiens), P08173 | CHO-K1 hM4/Gqi5; vehicle 0%, full acetylcholine response 100% | activation, % at 3 µM | 0.14% of 360,000 active | AID 624127, 2012;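 active = activation above the run mean over all test wells plus 3 SD, cut at about 32% in these data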;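 note: peak over basal fluorescence ratio per well then scaled between controls; 0% = DMSO wells and 100% = acetylcholine at EC100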
TAAR1 ag – human TAAR1 agonists, primary screen, Fluo-8 calcium fluorescence, CHO RD-HGA16 cells; Trace amine-associated receptor 1 (Homo sapiens), Q96RJ0; activation, % at 3 µM; 0.99% of 360,000 active; vehicle wells 0%, saturating PEA agonist 100%;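 active = activation above the mean activation of all test compounds in the run plus 3 SD, cut at about 38% in these data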
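System: CHO-derived RD-HGA16 cells with stable Gα16 and human TAAR1. Times: 17-24 h plating, Fluo-8 75 min 37 °C, 30 min RT. Measured by: calcium-sensitive Fluo-8 signal, excitation 470-495, emission 515-575 nm. Read-out basis: % activation relative to PEA EC100 response. Control set: DMSO and PEA EC100. Repeats: no replicates (n 1).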
M5 antag – human M5 muscarinic receptor antagonists, primary screen, CHO cells, Fluo-8 calcium fluorescence. Muscarinic acetylcholine receptor M5 (Homo sapiens), P08912. 0.59% of 360,000 active. AID 624040, 2012. CHO-hM5 cells, ACh EC80. inhibition, % at 3 µM;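 active = inhibition above a per-plate cutoff, the mean of that plate's test compounds plus 3 SD, cut at about 27% in these data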;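 note: 0% = acetylcholine EC80 with DMSO and 100% = DMSO without agonist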
Target sequence (P08912 whole entry, looked up): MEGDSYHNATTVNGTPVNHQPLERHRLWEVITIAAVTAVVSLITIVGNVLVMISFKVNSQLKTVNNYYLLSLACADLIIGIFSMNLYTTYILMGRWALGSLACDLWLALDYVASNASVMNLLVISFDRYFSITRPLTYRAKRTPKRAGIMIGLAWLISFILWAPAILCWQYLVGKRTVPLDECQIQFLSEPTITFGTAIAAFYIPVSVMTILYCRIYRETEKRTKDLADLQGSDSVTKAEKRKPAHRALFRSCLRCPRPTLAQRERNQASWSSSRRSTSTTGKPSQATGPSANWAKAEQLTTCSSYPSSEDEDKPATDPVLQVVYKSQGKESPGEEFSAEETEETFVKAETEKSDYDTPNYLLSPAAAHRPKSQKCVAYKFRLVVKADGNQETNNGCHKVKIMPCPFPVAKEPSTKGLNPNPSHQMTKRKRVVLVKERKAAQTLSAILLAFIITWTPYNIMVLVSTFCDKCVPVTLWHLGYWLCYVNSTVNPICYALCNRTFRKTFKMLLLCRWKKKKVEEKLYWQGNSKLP
CHRM5 agonist – human M5 muscarinic receptor agonists, primary screen, CHO-K1 cells, Fluo-8 calcium fluorescence. Muscarinic acetylcholine receptor M5 (Homo sapiens), P08912. CHO-K1 hM5 cells; 0% DMSO wells, 100% maximal acetylcholine response. activation, % at 3 µM. 0.19% of 360,000 active;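 active = activation above the run's mean over test compounds plus 3 SD, cut at about 23% in these data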;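 note: signal is peak over basal fluorescence ratio across the kinetic read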
CHRM5 PAM – human M5 muscarinic receptor positive allosteric modulators, primary screen, CHO-K1 cells, Fluo-8 calcium fluorescence; CHO-K1 hM5, ACh EC20 PAM; 0% = ACh EC20, 100% = ACh EC100; activation, % at 3 µM; 0.3% of 360,000 active; AID 624038, 2012;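 active = activation above the run cutoff, the mean activation of all test compounds plus 3 SD, cut at about 18% in these data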
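system = human M5 receptor in CHO-K1 cells | compound = one concentration, 3 µM final (nominal) | schedule = Post-acetylcholine fluorescence recording 140 s | signal = Fluo-8 calcium dye fluorescence, kinetic read | benchmarks = low control EC20 acetylcholine (0%), high control EC100 acetylcholine (100%) | repeats = singlicate, one well per test compound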
* hit, by the source's call; · = not tested or not shown. The list is partial. The share of hits here may be higher or lower than overall.

SMILES	CHRM4 antagonist	M1 antag	CHRM1 agonist	CHRM1 PAM	M4 ag	TAAR1 ag	M5 antag	CHRM5 agonist	CHRM5 PAM
Fc1ccc(Nc2ccc(-c3ccc(F)cc3)nn2)cc1	-3	5	-13	-4	2	0	-8	-5	-1
Cc1cc(C(=O)NCc2ccc(C(=O)O)o2)c(C)o1	-5	-12	-3	8	-1	·	1	0	-2
CN1CCN(C(c2ccccc2)c2ccc(Cl)cc2)CC1 (stereo unspecified)	24	38	-6	-22	5	19	21	0	-19
O=C(Nc1ccccc1N1CCOCC1)c1ccc2c(c1)C(=O)N(Cc1ccncc1)C2=O	-7	-4	0	4	6	8	0	-6	-3
CCOC(=O)N1CCN(C(=O)Cc2ccccc2[N+](=O)[O-])CC1	8	-13	-2	7	0	1	6	1	2
CC(=O)Nc1cccc(/C(C)=N/NC(=O)c2cccc(S(=O)(=O)N3CCCC3)c2)c1	4	-1	-7	-5	2	0	13	0	-3
Cc1cc(C)n2ncc(C(=O)O)c2n1	-21	-6	-3	6	1	1	-1	1	7
Cc1occc1-c1nnc(SCC(=O)c2c(N)n(Cc3ccccc3)c(=O)n(C)c2=O)n1C	0	-9	-3	12	1	1	3	-1	0
Cc1cc(C)c2[nH]c(=S)cc(C)c2c1	-10	-6	1	9	1	9	-2	2	0
O=C(NCc1ccc2c(c1)OCO2)c1c(O)c2cccc3c2n(c1=O)CCC3	-9	-12	1	10	0	12	-7	1	8
Cc1ccc(C(=O)NCC(=O)Nc2cccc(C(F)(F)F)c2)cc1	-5	-2	-7	-2	1	2	2	-5	-1
COC(=O)c1[nH]c2ccc(F)cc2c1NC(=O)CCN1CC(C)OC(C)C1 (stereo unspecified)	6	1	-4	2	-1	0	5	-17	5
COc1ccccc1CNC(=O)c1[nH]c(C)c(C(C)=O)c1C	13	14	1	-9	20	4	13	4	-13
O=C(c1cc(Cl)cc(Cl)c1)N1CCC2CC1c1cc(N3CCCCC3)ccc12 (stereo unspecified)	27*	70*	-11	-33	-2	3	13	-3	-18
CSc1nc2ccc(NC(=O)C3CCCO3)cc2s1 (stereo unspecified)	4	-3	-3	3	1	4	0	0	-2
COCc1cc(C)nc(N2CCCCC2)c1C#N	-8	-7	-5	5	0	15	0	-4	6
CC(C)N1CCc2c(sc(NC(=O)c3nc4ccccc4s3)c2C(N)=O)C1	0	-7	-3	11	0	0	2	-4	1
O=C(CCl)N(Cc1cccc([N+](=O)[O-])c1)c1cccc(Cl)c1	9	-4	-9	2	1	7	13	-8	-4
C=CCOc1cc(OC)c(OC)c(OC)c1	14	10	-4	-4	0	-1	8	-3	-4
CCCCn1nnnc1C(c1ccccc1)N1CCN(c2ncc(C(F)(F)F)cc2Cl)CC1 (stereo unspecified)	-16	·	·	·	0	-1	3	-4	-6
N#Cc1c(NC(=S)NC(=O)c2ccccc2)sc2c1CCC2	-4	-7	-2	13	1	3	1	-1	3
COc1cccc(N2CCN(c3nc(C)cc(=O)[nH]3)CC2)c1	-13	-13	-2	7	0	-1	10	0	-4
CCN(CC(=O)Nc1c(F)cccc1F)C(=O)c1nn(C)c(=O)c2ccccc12	11	7	-3	-1	1	12	23	1	-5
CCN(CC)S(=O)(=O)c1ccc(N2CCOCC2)c(NC(=O)c2cc(-c3ccccn3)nc3ccccc23)c1	20	33	-1	-10	19	18	25	0	-19
C/C(=N\Nc1ccc(C(=O)O)cc1)c1ccc(Cl)s1	6	18	-3	-11	27	10	10	6	-12

(listing goes on)
SMILES	CHRM4 antagonist	M1 antag	CHRM1 agonist	CHRM1 PAM	M4 ag	TAAR1 ag	M5 antag	CHRM5 agonist	CHRM5 PAM
CC(C)(CO)NS(=O)(=O)c1ccc2c(c1)C(=O)c1cc(S(=O)(=O)NC(C)(C)CO)ccc1-2	-1	-10	-3	10	0	5	10	-2	-1
N=c1c(C(=O)NCC2CCCO2)cc2c(=O)n3ccccc3nc2n1Cc1cccnc1 (stereo unspecified)	1	-16	-4	1	0	0	0	-3	3
Cc1cc2oc(=O)cc(CN(C)Cc3ccc(OC(F)F)cc3)c2cc1Cl	3	-5	0	9	1	1	5	-1	6
CCC(CO)NCc1ccc(OC2CCCC2)cc1 (stereo unspecified)	10	-8	-6	3	1	21	1	-1	-1
C=CCn1c(CCC(O)COCCC)n[nH]c1=S (stereo unspecified)	-6	-6	-3	11	2	5	-14	6	9
CC(c1ccc(Br)cc1)N1CC23C=CC(O2)C(C(=O)O)C3C1=O (stereo unspecified)	-12	-13	-4	7	0	2	-7	2	2
CCN(Cc1ccccc1)S(=O)(=O)c1cc(C(=O)O)ccc1OC	-4	25	0	-9	1	2	1	0	5
CCOC(=O)c1c(NS(C)(=O)=O)sc2c1CCC(C)C2 (stereo unspecified)	-12	-12	-1	9	0	-2	-1	0	3
COc1ccc(CNc2nc(=S)[nH]c3cc(OC)c(OC)cc23)cc1	-11	-5	-8	8	7	3	2	-2	2
COc1ccc(C(=O)COC(=O)CCN2C(=O)C3C4CC(C(Br)C4Br)C3C2=O)cc1 (stereo unspecified)	-11	3	-1	1	6	15	-1	-4	10
CCCCCNC(=O)c1[nH]c(C(F)(F)F)nc1-c1ccccc1	-9	-38	6	4	4	0	4	4	0
O=C(Cn1cnc2c(nnn2Cc2ccc(F)cc2)c1=O)NCc1ccc2c(c1)OCO2	7	8	-5	-1	2	9	12	0	-6
CCCn1c(NC(=O)CN2C(=O)NC3(CCCC3)C2=O)nc2ccccc21	-28	-1	-3	-2	3	1	-3	-1	-2
CC(=O)c1cccc(NC(=O)[C@@H](NC(N)=O)C(C)C)c1	-2	-7	-1	11	2	5	8	1	1
CCC(NS(=O)(=O)c1c(C)[nH]c(=O)[nH]c1=O)C12CC3CC(CC(C3)C1)C2 (stereo unspecified)	-4	1	-1	-2	1	7	-5	-6	1
OC(CNCc1ccco1)Cn1c2ccc(Br)cc2c2cc(Br)ccc21 (stereo unspecified)	18	-7	-2	-3	2	32	2	1	1
CC(C)Cc1nnc(NS(=O)(=O)c2ccc([N+](=O)[O-])cc2)s1	-8	-9	0	3	1	1	-7	-2	11
O=C(/C=C/c1ccc2c(c1)OCO2)c1ccco1	8	5	-3	-2	2	1	6	-3	1
O=C(Cn1cnnn1)OCC(=O)c1ccc(Cl)s1	6	6	-3	-6	1	2	-2	1	1
COc1ccc2c(c1)Cc1sc(NC(=O)c3ccco3)nc1-2	-14	-10	-2	4	2	5	4	9	-15
Cc1ccc(S(=O)(=O)N2CCN(C3CC(=O)N(c4ccc(F)cc4)C3=O)CC2)cc1C (stereo unspecified)	5	-1	-4	11	3	0	-2	-1	1
COCCCNC(=O)C(F)(F)C(F)(F)C(=O)NCCCOC	-11	-11	-2	6	1	11	-3	-1	2
Cn1c(SCC(=O)N(C2CCCCC2)C2CCCCC2)nnc1-c1cccs1	-7	3	-8	4	3	23	5	2	-5
COc1ccc(N2C(=O)CC(N3CCN(c4ccccc4)CC3)C2=O)cc1 (stereo unspecified)	9	-1	-2	2	2	5	12	-1	-7
O=C1c2ccccc2C(=O)N1c1nccs1	12	-1	-3	3	1	3	8	1	7
O=C(O)c1cc(NC(=S)NC(=O)C(c2ccccc2)c2ccccc2)ccc1Cl	-7	-5	-15	18	0	4	-10	-7	11
O=C1/C(=C/c2ccccc2F)SC(=S)N1CC(=O)N1CCCCC1c1cccnc1 (stereo unspecified)	-13	-5	-2	-4	12	0	1	3	-11
COc1cc(Cl)ccc1OCc1cc(C(=O)N2CC[C@@H]3CCCC[C@H]3C2)no1	3	0	-12	-4	0	-1	8	-7	-1
O=C(CCn1c(=O)c2ccccc2n(CC(=O)NCCC2=CCCCC2)c1=O)NCc1ccco1	-3	11	-4	-7	1	10	1	-3	-2

In another format: entries from further up.
Compound: COc1ccc(N2C(=O)CC(N3CCN(c4ccccc4)CC3)C2=O)cc1 (stereo unspecified)
  CHRM4 antagonist: 9
  M1 antag: -1
  CHRM1 agonist: -2
  CHRM1 PAM: 2
  M4 ag: 2
  TAAR1 ag: 5
  M5 antag: 12
  CHRM5 agonist: -1
  CHRM5 PAM: -7
Compound: CCOC(=O)c1c(NS(C)(=O)=O)sc2c1CCC(C)C2 (stereo unspecified)
  CHRM4 antagonist: -12
  M1 antag: -12
  CHRM1 agonist: -1
  CHRM1 PAM: 9
  M4 ag: 0
  TAAR1 ag: -2
  M5 antag: -1
  CHRM5 agonist: 0
  CHRM5 PAM: 3
Compound: O=C(CCn1c(=O)c2ccccc2n(CC(=O)NCCC2=CCCCC2)c1=O)NCc1ccco1
  CHRM4 antagonist: -3
  M1 antag: 11
  CHRM1 agonist: -4
  CHRM1 PAM: -7
  M4 ag: 1
  TAAR1 ag: 10
  M5 antag: 1
  CHRM5 agonist: -3
  CHRM5 PAM: -2
Compound: COc1cc(Cl)ccc1OCc1cc(C(=O)N2CC[C@@H]3CCCC[C@H]3C2)no1
  CHRM4 antagonist: 3
  M1 antag: 0
  CHRM1 agonist: -12
  CHRM1 PAM: -4
  M4 ag: 0
  TAAR1 ag: -1
  M5 antag: 8
  CHRM5 agonist: -7
  CHRM5 PAM: -1

Copied from the list.
For M4 ag, CC(C)(CO)NS(=O)(=O)c1ccc2c(c1)C(=O)c1cc(S(=O)(=O)NC(C)(C)CO)ccc1-2 is entered as 0
For CHRM5 PAM, O=C(Cn1cnc2c(nnn2Cc2ccc(F)cc2)c1=O)NCc1ccc2c(c1)OCO2 is entered as -6
For CHRM1 PAM, O=C1/C(=C/c2ccccc2F)SC(=S)N1CC(=O)N1CCCCC1c1cccnc1 (stereo unspecified) is entered as -4
